Screening results: PubChem, several laboratories
STEP inh = STEP (human) phosphatase inhibition; recombinant STEP, OMFP fluorogenic substrate, fluorescence; inhibition, % at 20 µM; actives 0.25% (n = 360,000); AID 588621;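 active = inhibition at 20 µM, scaled per plate between control wells, above about 37%, limit read from the data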;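 also: 0% = DMSO with enzyme and substrate and 100% = substrate only without enzyme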
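Material: STEP (striatal-enriched tyrosine phosphatase) enzyme, cell-free; Compound dosing: 20 µM single dose in 1% DMSO; Technique: fluorescence read at 480 nm ex / 540 nm em; Times: reaction 20 min, ambient temperature; Medium: 50 mM Bis-Tris pH 6.0 with 2.5 mM DTT and 0.005% Tween 20; Also added: OMFP at 25 µM.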
CendR NRP1 mod = NRP-1/CendR interaction modulation; O14786; FAM-RPARPAR peptide binding to NRP-1, fluorescence polarization; inhibition, % at 25 µM; actives 0.85% (n = 360,000); AID 602438;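 active = inhibition or corrected inhibition above about 18%, plus a signal ratio from 0.5 to 1.5, limit read from the data, passing the limit was not always enough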; also: strong numbers were not always called active
Target sequence (O14786 whole entry, looked up): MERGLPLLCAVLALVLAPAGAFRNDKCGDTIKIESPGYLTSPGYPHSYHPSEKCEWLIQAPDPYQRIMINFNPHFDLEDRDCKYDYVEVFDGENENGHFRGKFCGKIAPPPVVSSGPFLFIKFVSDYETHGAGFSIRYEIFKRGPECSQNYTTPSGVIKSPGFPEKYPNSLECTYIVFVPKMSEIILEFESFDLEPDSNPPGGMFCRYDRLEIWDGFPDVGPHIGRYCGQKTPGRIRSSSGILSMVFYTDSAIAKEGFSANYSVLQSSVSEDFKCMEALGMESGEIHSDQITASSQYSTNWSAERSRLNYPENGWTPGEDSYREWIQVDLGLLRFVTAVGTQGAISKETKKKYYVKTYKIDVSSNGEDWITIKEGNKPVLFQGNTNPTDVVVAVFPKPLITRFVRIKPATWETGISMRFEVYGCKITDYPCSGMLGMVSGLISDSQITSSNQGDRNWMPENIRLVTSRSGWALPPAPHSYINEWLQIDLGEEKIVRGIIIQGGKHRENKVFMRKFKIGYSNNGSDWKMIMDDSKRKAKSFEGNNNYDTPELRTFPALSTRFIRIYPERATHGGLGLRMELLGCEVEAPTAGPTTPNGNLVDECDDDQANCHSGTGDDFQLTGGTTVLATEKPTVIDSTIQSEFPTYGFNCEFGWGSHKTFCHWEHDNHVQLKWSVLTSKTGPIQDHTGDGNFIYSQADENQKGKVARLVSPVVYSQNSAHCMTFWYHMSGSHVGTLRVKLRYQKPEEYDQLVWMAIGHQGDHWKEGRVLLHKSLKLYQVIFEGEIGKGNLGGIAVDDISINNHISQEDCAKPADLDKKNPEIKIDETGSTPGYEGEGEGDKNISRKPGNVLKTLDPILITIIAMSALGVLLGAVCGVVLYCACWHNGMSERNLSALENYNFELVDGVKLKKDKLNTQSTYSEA
SUMO1 PPI mod = alters human SUMO1 binding to SIM partners | inhibition, % at 20 µM | SUMO1 binding to a labelled peptide, TR-FRET, 1 h | actives 0.33% (n = 360,000) | AID 602429 | P63165; in the data active = inhibition above about 37%
Target sequence (P63165 whole entry, looked up): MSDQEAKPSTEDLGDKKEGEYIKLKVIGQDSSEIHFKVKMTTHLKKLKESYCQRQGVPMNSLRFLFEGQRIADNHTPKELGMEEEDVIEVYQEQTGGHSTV
LMPTP block = blocks human LMPTP phosphatase; P24666; recombinant LMPTP-A, OMFP fluorogenic substrate, fluorescence intensity; inhibition, % at 20 µM; actives 0.22% (n = 360,000); AID 651560;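 active = compounds that cut the enzyme signal by at least half of the control window in the single-dose screen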;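 also: plate controls were DMSO wells with enzyme plus substrate for no effect and substrate without enzyme for full effect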
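test system = LMPTP-A | amount = 0.625 nM LMPTP-A final | reagent = fluorogenic phosphatase substrate OMFP at 400 µM final | incubation = 50 min at room temperature | benchmarks = no-enzyme low control, uninhibited high control | medium = Bis-Tris pH 6.0, DTT, detergent | signal = fluorescence intensity of OMFP turnover product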
Tb MetRS inh = blocks T. brucei methionyl-tRNA synthetase activity; AID 624268; purified T. brucei MetRS, ATP depletion, Kinase-Glo luminescence; inhibition, % at 11.9 µM; actives 0.4% (n = 360,000);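 active = inhibition above a per-plate cutoff of the control wells' mean inhibition plus 3 SD, cut at about 5.5% in these data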;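 also: 0% = DMSO wells median and 100% = median of wells with control inhibitor compound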
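Material: parasite MetRS enzyme / Replication: singlicate, one well per compound / Signal: luminescence of leftover ATP / Schedule: 2 h aminoacylation at 25 °C after 15 min preincubation / Medium: HEPES-MgCl2-KCl buffer plus DTT, spermine, BSA, pyrophosphatase / Doses: 11.9 µM single point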
Neddylation inh = blocks human cullin neddylation; P61081+Q13564; TR-FRET cullin neddylation, biochemical; calls only at 25 µM; actives 0.58% (n = 360,000); AID 651699; in the data active = inhibition above about 36%
DNMT1 block = inhibitors of human DNMT1; AID 588458; actives 0.83% (n = 360,000); inhibition (reported as % activation of signal), % at 10 µM; DNMT1 molecular beacon, Hinp1I cleavage, fluorescence; P26358; in the data active = inhibition above about 50%
NadD inh = inhibitors of Staphylococcus aureus NadD; purified NadD enzyme, colorimetric absorbance read-out; inhibition, % at 20 µM; actives 0.78% (n = 360,000); AID 602399; in the data active = inhibition above about 26%; also: some compounds past the cut are filed as inactive
SKN-1 inh = C. elegans SKN-1 inhibition. inhibition, % at 21.8 µM. actives 0.49% (n = 360,000). C. elegans VP596 Pgst-4::GFP/RFP ratio, acrylamide-induced, 24 h. AID 624304;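 active = interference check ratio from 0.5 to 1.5 plus GFP to RFP signal ratio inhibition reaching or exceeding a fixed threshold, cut at about 30% in these data, passing the limit was not always enough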; also: some compounds called inactive have numbers as strong as hits
Scp-1 inhibitor = blocks human Scp-1 phosphatase activity | Q9GZU7 | Recombinant Scp1, phosphopeptide, malachite green phosphate absorbance | inhibition, % at 20 µM | actives 0.88% (n = 340,000);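 active = inhibition above about 50% at 20 µM, limit read from the data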;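 also: plate controls were DMSO wells with enzyme for no effect and wells lacking enzyme for full effect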
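System: truncated SCP-1 phosphatase (76-261aa); medium: Tris acetate buffer pH 5.5 with MgCl2 and Tween-20; incubation: 45 min room-temperature reaction, 5 min colour, 30 min stabiliser; compound: single 20 µM dose, 1% DMSO; reagent: Phosphorylated 17-residue peptide substrate; read-out: % inhibition at 20 µM; technique: colorimetric free-phosphate detection, absorbance 630 nm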
An asterisk follows results filed as active; i = inactive; nt = not tested or not shown.

SMILES	STEP inh	CendR NRP1 mod	SUMO1 PPI mod	LMPTP block	Tb MetRS inh	Neddylation inh	DNMT1 block	NadD inh	SKN-1 inh	Scp-1 inhibitor
CCOc1ccc(NC(=O)Nc2cc(OCC(F)(F)F)cc(OCC(F)(F)F)c2)cc1	-1	-9	-2	0.1	-0.9	i	1	-8	-14	-13
COc1cc(/C=C/C(=O)OCC(=O)Nc2ccc(C)cc2[N+](=O)[O-])ccc1O	-2	2	24	1.1	0.2	i	5	2	3	-2
C=CCN1C(=O)/C(=C\c2ccco2)C(C(=O)OC)=C1C	3	-2	-6	0.4	0.0	i	3	-2	3	-5
COc1ccc(NC(=O)c2cc(C3CCCCN3C(=O)c3ccc(Cl)cc3)on2)c(C)c1 (stereo unspecified)	-2	-2	-1	0.0	-0.1	i	0	-9	10	nt
Cc1cccc(OCC(=O)NNC(=O)c2cccs2)c1	-1	5	0	-0.8	-0.9	i	5	1	-7	-4
COc1ccc(C2CC(c3ccccc3Br)=NN2c2ccc(S(N)(=O)=O)cc2)cc1 (stereo unspecified)	-1	-4	1	5.2	-0.2	nt	-23	7	1	-1
CCOc1ccc(N/C=C/C(=O)c2cc(OC)c(OC)c(OC)c2)cc1	4	-6	-25	1.2	0.8	i	-2	5	18	1
O=C(c1cccs1)N1CCN(Cc2nc3ccccc3c(=O)[nH]2)CC1	3	12	1	-2.2	0.0	i	1	-5	8	2
CCOC(=O)CC(NC(=O)c1cccc2c1C(=O)N(Cc1cccnc1)C2)c1ccc(OC(C)C)cc1 (stereo unspecified)	1	-3	2	-0.4	-1.2	i	1	1	7	-13
O=C(Cc1ccc(Cl)cc1)N/N=C/c1ccccc1	0	8	1	-0.4	-0.1	i	2	-4	16	-3
O=C1/C(=C\c2ccco2)CCC/C1=C\c1ccco1	-14	16	-4	3.0	0.1	i	73*	9	28	-27
FC(F)(F)c1cccc(Cc2noc(CN3CCCC3)n2)c1	2	12	2	1.4	0.0	i	-2	3	13	-9
Cc1nc2ccccc2n1S(=O)(=O)c1ccc(Br)cc1	2	-3	-3	-0.3	0.8	i	0	-7	7	-9
O=C(Nc1ccnn1C1CCN(C(=O)c2ccc(F)cc2)CC1)C1CCOC1 (stereo unspecified)	-3	-4	9	-1.4	0.0	i	-3	-2	-12	-5
COc1ccc(OC)c(/C=N\NC(=O)c2cc3c(ccc4ccccc43)o2)c1	0	4	-2	2.6	-0.6	nt	6	23	16	-8
COc1ccc(N2C(=O)c3cc4ccccc4cc3C2=O)cc1	3	13	-6	-1.0	0.1	i	3	3	6	-14
O=C1CCC(=O)N1CNc1ccccn1	6	-2	-1	1.6	-1.2	i	6	-1	-8	-9
Cn1c(-c2ccsc2)c(-c2cccs2)c2cc(-c3cccc4[nH]ccc34)ccc21	0	10	0	2.4	-0.3	i	-14	16	17	-14
CCN(C(=O)COC(=O)Cc1c[nH]c2ccccc12)C1CCS(=O)(=O)C1 (stereo unspecified)	1	-8	4	1.5	0.5	i	-1	1	10	-6
COc1ccccc1N1CCN(CC(=O)N(CC(C)C)c2c(N)n(CC(C)C)c(=O)[nH]c2=O)CC1	1	0	-3	-1.3	-0.1	i	3	-3	3	-5
COc1ccccc1/C=C1\SC(=S)N(Nc2nc(C)cc(C)n2)C1=O	1	6	-3	1.8	0.2	i	2	1	3	0
CN(C)S(=O)(=O)c1ccc(C(=O)OCCc2ccccc2)cc1	-1	3	-4	0.6	-0.4	i	-2	0	1	-7
c1ccc2n[nH]nc2c1	0	0	-3	-2.7	0.4	i	-1	-1	-5	-8
Cc1c(Cl)cccc1NC(=O)CCS(=O)(=O)c1cccc2nonc12	0	5	-15	-1.7	-1.1	i	2	-3	12	-5

Quoted at random: five compounds from above
SMILES	STEP inh	CendR NRP1 mod	SUMO1 PPI mod	LMPTP block	Tb MetRS inh	Neddylation inh	DNMT1 block	NadD inh	SKN-1 inh	Scp-1 inhibitor
COc1ccccc1/C=C1\SC(=S)N(Nc2nc(C)cc(C)n2)C1=O	1	6	-3	1.8	0.2	i	2	1	3	0
COc1ccc(OC)c(/C=N\NC(=O)c2cc3c(ccc4ccccc43)o2)c1	0	4	-2	2.6	-0.6	nt	6	23	16	-8
COc1ccc(N2C(=O)c3cc4ccccc4cc3C2=O)cc1	3	13	-6	-1.0	0.1	i	3	3	6	-14
O=C1CCC(=O)N1CNc1ccccn1	6	-2	-1	1.6	-1.2	i	6	-1	-8	-9
CN(C)S(=O)(=O)c1ccc(C(=O)OCCc2ccccc2)cc1	-1	3	-4	0.6	-0.4	i	-2	0	1	-7

Later entries:
SMILES	STEP inh	CendR NRP1 mod	SUMO1 PPI mod	LMPTP block	Tb MetRS inh	Neddylation inh	DNMT1 block	NadD inh	SKN-1 inh	Scp-1 inhibitor
CCOC(=O)c1c[nH]n(-c2ccccc2)c1=O	5	6	4	-1.6	-0.6	i	-2	-5	-3	-9
Cn1cc(CN2CCC(CO)(CCCc3ccccc3)CC2)c(-c2ccccc2)n1	0	3	-3	1.1	-0.5	i	-1	-7	12	-2
CCCCn1nc(NC(=O)CCC)c2cc3cc(OC)ccc3nc21	0	-6	-2	0.8	1.0	nt	-2	-8	6	-15
CC(C)=CCN1CCN(Cc2ccc(C#CC(C)(C)O)s2)CC1CCO (stereo unspecified)	1	-2	-2	0.4	-0.4	i	-2	-1	14	1
c1ccc2c(C(c3nnnn3-c3ccc4c(c3)OCCO4)N3CCCCC3)ccnc2c1 (stereo unspecified)	nt	-17	4	-0.9	-1.5	i	nt	-2	-3	nt
CC(C(=O)O)n1c2ccccc2c2cnn(C)c(=O)c21 (stereo unspecified)	1	-22	7	-0.3	-0.9	i	6	2	13	12
CC1(C)NC(=O)N(CCOCCOc2c(Cl)cc(Cl)cc2Cl)C1=O	2	6	0	0.1	-0.4	i	-2	1	-3	3
CCOC(=O)C1CCN(C(c2cc(OC)c(OC)c(OC)c2)c2sc3nc(C)nn3c2O)CC1 (stereo unspecified)	0	-6	2	1.2	0.3	i	0	7	2	-1
Cc1ccc(NS(=O)(=O)c2cccc(C(=O)NCC(c3ccco3)N3CCCC3)c2)cc1 (stereo unspecified)	-1	-12	-4	-0.2	-0.2	i	0	-9	-6	-1
O=C(/C=C/c1ccc([N+](=O)[O-])cc1)OCC(=O)N1CCCC1	-1	-2	-39	-0.5	-0.5	i	18	2	1	5
O=C(NCc1ccc(Cl)cc1)C(=O)NCC1OCCN1S(=O)(=O)c1cc(F)ccc1F (stereo unspecified)	0	14	5	0.1	0.2	i	-4	-2	-12	-10
Cc1ccc(C(=O)O)cc1NC(=O)CSc1ncnc2sc3c(c12)CCC3	-3	1	12	1.1	-1.2	i	3	-2	-9	1
CC(=O)OCCn1c(=O)c2cc3c(=O)n(CCOC(C)=O)c(=O)c3cc2c1=O	0	3	-20	-0.2	0.4	i	11	2	2	-3
O=C(Nc1nncs1)c1ccccc1NS(=O)(=O)c1cccs1	1	-20	9	-0.7	-0.3	nt	1	2	-6	-2
CCOc1ccccc1Nc1nnc(SCC(=O)Nc2cccc(S(=O)(=O)NC3=NCCCCC3)c2)s1	3	0	3	-1.3	-0.2	i	0	6	14	-5
O=C(NCc1ccccc1)c1c[nH]c2ccc(S(=O)(=O)Nc3ccc4c(c3)OCCO4)cc2c1=O	-4	5	12	-0.1	-0.2	i	-4	9	6	-2
COc1ccc(-c2cc(C(=O)N3CCN(Cc4ccccc4)CC3)no2)cc1OC	0	-7	1	-0.8	-1.0	i	-2	8	-25	0
COc1ccccc1N1CCN(C(=O)CCS(=O)(=O)c2ccc3c(c2)oc(=O)n3C)CC1	-2	6	-3	-1.8	-0.4	i	4	1	19	-4
CCOc1ccccc1-c1noc(CCCC(=O)NC2CCCCC2)n1	-3	12	0	-2.0	-0.2	i	-1	-8	15	-12
CCC(C)CCN1C(Nc2ccccc2)=NC[C@@H]1Cc1ccccc1 (stereo partly specified)	1	-1	-4	-1.2	-0.2	i	5	-5	20	2
Cc1ccc(NC(=O)COC(=O)c2ccc(C)c(S(=O)(=O)N3CCOCC3)c2)cc1	3	5	3	1.5	-0.2	i	5	0	16	-7
CCOC(=O)c1c(-c2ccc(F)cc2)csc1NC(=O)C1CC=CCC1C(=O)O (stereo unspecified)	3	-4	9	0.0	0.0	i	6	11	5	3
CC1(C(=O)NS(=O)(=O)c2cccc(C#N)c2)CCN1C(=O)CC1CC1 (stereo unspecified)	-1	-7	0	-1.5	-0.1	i	3	-1	-3	nt
CC1(C)CC(=O)C=C(NNC(=O)c2cccnc2)C1	3	-1	3	-1.2	-0.3	i	-1	-2	-13	-4
N#Cc1ccc(C(=O)Nc2nc(-c3cccs3)c(C(=O)C(F)(F)F)s2)cc1	0	2	-1	-1.1	-0.5	i	-4	3	3	41
CN1CCN(S(=O)(=O)c2ccc(NC(=O)c3ccc(F)cc3)cc2)CC1	-3	10	-2	-2.3	-1.6	i	-2	4	1	0
O=C(NNc1nc2c(F)cccc2s1)c1cc(=O)c2ccccc2o1	1	-37	-16	12	-0.1	i	-15	15	-6	-18
Cc1ccc(S(=O)(=O)Nc2ccc3ccccc3c2)cc1	-2	0	-2	1.0	-0.2	i	-1	0	8	-8
O=C(c1ccncc1)N1CCN(S(=O)(=O)c2cccc(Cl)c2)CC1	0	-6	4	-1.1	-0.2	i	0	-3	-7	-1
Nc1nc(Nc2ccccc2)nc2c1ncn2[C@@H]1O[C@H](CO)[C@@H](O)[C@H]1O	-3	9	4	-1.1	-1.2	i	-2	4	-8	-9
COC(=O)c1ccc(-c2nc(O)c(C)s2)cc1	10	9	-7	1.2	-0.6	i	0	3	9	-6
COC(=O)c1ccc(C2CC(=O)NC3=C2C(=O)CCC3)cc1 (stereo unspecified)	2	2	1	-1.8	-1.2	i	-2	-9	-1	-8
N#C/C(=C\c1cccn1S(=O)(=O)c1cccc(C#N)c1)S(=O)(=O)c1ccc(F)cc1	4	-7	-8	0.3	0.9	i	1	-5	30	nt
CC(C)(C)c1csc(Sc2ncccc2[N+](=O)[O-])n1	-3	-3	-33	0.3	-0.9	i	0	-4	4	-8
Cc1ccccc1Cn1c2ccccc2c2cn[nH]c(=O)c21	0	-7	1	2.5	-0.1	i	0	5	9	-3
Cc1noc(NS(=O)(=O)c2ccc(NC(=O)c3oc4ccc(Cl)cc4c3C)cc2)c1C	2	-4	18	0.5	0.0	i	-1	10	-9	-9
